Assay outcomes (PubChem BioAssay)
MEX-5 binding = C. elegans MEX-5 TCR-2 RNA binding activity; Q9XUB2; MEX-5/FITC-TCR2 RNA binding, fluorescence polarization; stronger effect = lower value; activity score (negative = inhibition of binding), % at 10 µM; hit rate 0.38% among 300,000; AID 1832;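 active = inhibition past about -25% in most replicates, and total fluorescence under double the plate's negative control median, limit read from the data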;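 also: 0% = DMSO and -100% = 5 µM competing unlabeled TCR2 RNA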
MCL1-BIM inh = inhibitors of human MCL1 binding to BIM-BH3 peptide | Q07820 | GST-MCL1 / FITC-Bim-BH3 fluorescence polarization | inhibition, % at 10.9 µM | hit rate 0.68% among 320,000;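 active = inhibition above the mean inhibition of all tested compounds plus 3 SD, set per campaign, cut at about 40% in these data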;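 also: 0% = DMSO wells and 100% = unlabeled Bim-BH3 peptide control; higher means more loss of mP so more displacement of Bim peptide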
Target sequence (Q07820 whole entry, looked up): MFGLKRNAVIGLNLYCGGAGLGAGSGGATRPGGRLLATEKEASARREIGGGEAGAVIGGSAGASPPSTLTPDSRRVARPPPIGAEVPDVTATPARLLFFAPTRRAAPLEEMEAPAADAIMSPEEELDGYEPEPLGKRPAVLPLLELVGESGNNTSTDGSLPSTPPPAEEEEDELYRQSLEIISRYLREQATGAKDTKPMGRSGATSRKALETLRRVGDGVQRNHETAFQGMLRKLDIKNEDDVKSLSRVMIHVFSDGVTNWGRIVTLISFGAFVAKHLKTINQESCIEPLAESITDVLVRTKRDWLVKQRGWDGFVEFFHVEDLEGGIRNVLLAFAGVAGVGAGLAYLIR
CIT2 TOR yeast = modulators of TOR pathway CIT2-GFP in S. cerevisiae. S. cerevisiae CIT2-GFP strain, flow cytometry, 3 h; 100 means same as DMSO wells. GFP response vs DMSO, % at 10 µM. hit rate 0.065% among 320,000. AID 2029;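 active = GFP response relative to DMSO above a set limit, near the screen mean plus 3 SD, cut at about 150% in these data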;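 also: ratio of well median GFP fluorescence to mean of DMSO wells on the plate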
AGP1-GFP MLPCN = modulators of TOR pathway AGP1-GFP in S. cerevisiae | S. cerevisiae AGP1-GFP multiplex flow cytometry, 3 h; GFP as percent of DMSO wells | GFP response vs DMSO, % at 10 µM | hit rate 0.02% among 320,000 | AID 2066;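 active = GFP response relative to DMSO above a set limit, near screen average plus 3 SD, cut at about 150% in these data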;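 also: median GFP channel fluorescence of the gated AGP1 strain per well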
GLD-1 RNA inh = GLD-1-TGE RNA interaction inhibition (C. elegans) | purified GLD-1 + fluorescein TGE RNA, fluorescence polarization | inhibition, % at 5.96 µM | hit rate 0.44% among 320,000;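 active = percent inhibition above a per-plate cutoff, the plate mean of test compounds plus 3 SD, cut at about 30% in these data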;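 also: 0% = DMSO wells with GLD-1 and probe and 100% = wells lacking GLD-1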
Target sequence (Q17339 whole entry, looked up): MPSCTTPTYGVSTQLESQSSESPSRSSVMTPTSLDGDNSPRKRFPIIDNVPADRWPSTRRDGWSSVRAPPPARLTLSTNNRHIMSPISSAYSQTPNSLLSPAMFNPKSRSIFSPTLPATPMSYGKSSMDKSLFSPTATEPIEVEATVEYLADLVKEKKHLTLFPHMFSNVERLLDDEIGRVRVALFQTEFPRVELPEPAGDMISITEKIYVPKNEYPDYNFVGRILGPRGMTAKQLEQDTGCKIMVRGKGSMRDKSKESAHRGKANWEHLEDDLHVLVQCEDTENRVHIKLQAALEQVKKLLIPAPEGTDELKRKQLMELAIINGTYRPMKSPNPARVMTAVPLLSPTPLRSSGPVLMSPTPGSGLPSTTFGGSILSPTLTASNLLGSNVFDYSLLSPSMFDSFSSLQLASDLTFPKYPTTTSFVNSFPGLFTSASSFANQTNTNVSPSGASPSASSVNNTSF
BCLXL inh = inhibitors of human Bcl-xL | GST-Bcl-xL / FITC-Bim BH3 peptide fluorescence polarization | inhibition, % at 10.9 µM | hit rate 0.7% among 320,000;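 active = inhibition above the mean of all tested compounds plus 3 SD, cutoff set per campaign, cut at about 30% in these data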;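 also: 0% = DMSO wells and 100% = unlabeled Bim-BH3 peptide competitor; inhibitors lower millipolarization by displacing the labeled peptide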
Target sequence (Q07817 whole entry, looked up): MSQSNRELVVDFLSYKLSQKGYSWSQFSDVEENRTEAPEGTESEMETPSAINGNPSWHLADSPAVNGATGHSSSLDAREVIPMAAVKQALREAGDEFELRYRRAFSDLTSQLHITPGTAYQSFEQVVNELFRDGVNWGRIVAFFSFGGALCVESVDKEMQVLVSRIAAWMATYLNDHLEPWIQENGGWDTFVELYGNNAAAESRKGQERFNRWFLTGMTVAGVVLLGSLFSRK
CR mimetic SO = lowers age-related superoxide in aged yeast cells; superoxide response (% of plate mean), % at 10 µM; hit rate 0.18% among 330,000; S. cerevisiae aged cells, superoxide DHE fluorescence; stronger effect = lower value;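 active = superoxide response under a set limit, about three screen SD below normal, cut at about 65% in these data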;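 also: yeast aged for seven days with compound at 30 °C before DHE staining; 100% = average MFI of all compound-treated wells on the plate with controls excluded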
GRK2 aptamer HTS = human GRK2 inhibition via aptamer displacement; P25098; inhibition of aptamer binding, % at 10 µM; hit rate 0.59% among 330,000; AID 488847; bead flow cytometry, FAM-aptamer displacement from GRK2;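 active = inhibition of aptamer binding above 40%, roughly 3 SD of noise, on plates passing a quality check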;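 also: median bead fluorescence of bound FAM aptamer so fluorescent compounds give negative values; no value below 0 was filed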
VLA-4 inh = inhibition in a human VLA-4 binding assay; P13612; hit rate 0.2% among 330,000; VLA-4 expressing cells, ligand binding flow cytometry; AID 2557; inhibition, % (about 7 µM as worked out from the volumes in the protocol); in the data active = inhibition above about 50%
Numbers without * were called inactive; nt = not tested or not shown; & = joins results of further samples; ! = not confirmed by another sample.

SMILES | MEX-5 binding | MCL1-BIM inh | CIT2 TOR yeast | AGP1-GFP MLPCN | GLD-1 RNA inh | BCLXL inh | CR mimetic SO | GRK2 aptamer HTS | VLA-4 inh
Oc1ccc(/C=N/n2cc(-c3ccccc3)[nH]c2=S)cc1 | 1.1 | -6 | 114 | 99 | 1 | 10 | 112 | 3 | 18
CC(=O)Nc1ccc(C(=O)CSc2cc(C)c3cccc(C)c3n2)cc1 | 0.4 | -1 | 85 | 101 | -14 | -2 | 94 | 8 | 1
OCCNc1nc(NCc2ccccc2)c2ccccc2n1 | -1.7 | 4 | 97 | 100 | 0 | 4 | 98 | 0 | 2
CCCCn1c(SCC(=O)OC)nc2c1c(=O)n(C)c(=O)n2C | 0.3 | 1 | 101 | 91 | 1 | 6 | 91 | 2 | -13
Cc1cc(Cl)ccc1Oc1ncc(-c2ccc(Cl)cc2)cn1 | 0.6 | 5 | 98 | 103 | 5 | 2 | 84 | 4 | 27
O=C(Nc1cccc(C(=O)N2CCN(c3ccc(F)cc3)CC2)c1)c1ccccc1 | -0.3 | 17 | 103 | 98 | -8 | 5 | 92 | 1 | -1
CCOc1ccc(OCCC(=O)OCC(=O)NCc2ccccc2)cc1 | 1.4 | -12 | 93 | 89 | 1 | -6 | 95 | 5 | 2
CCOC(=O)c1c(NC(=O)/C=C/c2ccco2)sc(C)c1C | 3.1 | -7 | 90 | 100 | -11 | 1 | 110 | 0 | -60
C=C(C)CSc1nc2c(c(=O)[nH]c(=O)n2C)n1Cc1ccccc1 | -0.4 | -1 | 99 | 104 | 4 | 3 | 94 | 2 | 14
CS(=O)(=O)N1CCN(c2ccc(Cl)cc2[N+](=O)[O-])CC1 | 1.0 | 6 | 101 | 101 | 4 | 3 | 109 | 2 | 23
COc1ccccc1NC(=O)C1CCCN(S(=O)(=O)c2cnc[nH]2)C1 (stereo not given) | 0.9 | -2 | 91 | 93 | -12 | 0 | 112 | 0 | 35
Cc1[nH]c2ccccc2c1SCC(=O)N1CCCCCC1 | 2.9 | 7 | 101 | 106 | -1 | 3 | 91 | 0 | 37
Cc1cc(C)n(C(=O)Cn2nc(C)c(Cl)c2C)n1 | -4.8 | 5 | 92 | 84 | 4 | 6 | 94 | 0 | 6
Cc1ccc(/C=c2\sc3n(c2=O)CN(c2ccc(Br)cc2)CN=3)o1 | 0.5 | 26 | 83 | 96 | 23 | 24 | 111 | 4 | 0
O=C(c1cccs1)n1nc(-c2ccccc2)nc1NCc1ccc(F)cc1 | 1.0 | 5 | 91 | 96 | -3 | 6 | 110 | 0 | 5
CCNC(=S)N1C2CCC1CC(NC(=O)NC1CCCCC1)C2 (stereo not given) | 1.3 | 1 | 98 | 102 | 4 | 2 | 96 | 1 | 3
Cc1[nH]n(-c2ccccc2)c(=O)c1N=Nc1ccccc1C(=O)N1CCCCC1 | -0.2 | -2 | 102 | 107 | -2 | 2 | 123 | 0 | 5
C[C@]12CCC(=O)C=C1CC[C@@H]1[C@@H]2[C@@H](O)C[C@@]2(C)[C@H]1CC[C@]2(O)C(=O)COC(=O)CCC(=O)O | 0.0&-0.9 | 2&-3 | 92&99 | 90&99 | 3&6 | 7&-1 | 101&97 | 8&5 | 53*!
O=C(CSc1ncccn1)Nc1cccc2ccccc12 | 3.2 | 10 | 106 | 97 | -4 | 7 | 80 | 1 | 13
CCOc1ccc(C(C)=O)cc1CN1C(=O)NC2(CCCCC2C)C1=O (stereo not given) | -0.4 | 2 | 111 | 105 | 1 | 1 | 107 | 0 | 5
CCOCCOC(=O)c1ccc(NC(=O)c2cc(OC)c(OC)c(OC)c2Br)cc1 | 0.9 | 6 | 108 | 103 | 0 | -2 | 90 | 0 | 5
O=C(Cc1csc(Nc2nc(=S)[nH]c3ccccc23)n1)NCc1ccccc1Cl | -1.9 | 3 | 81 | 99 | 3 | 6 | 103 | 0 | 0
CC1CCCC(NC(=O)COC(=O)c2ccc(S(=O)(=O)N3CCOCC3)cc2)C1C (stereo not given) | -2.5 | 0 | 93 | 98 | -5 | 4 | 95 | 1 | 8
CCC(C)(C)NC(=O)/C=C/c1ccc(OC)c(S(=O)(=O)N2CCOCC2)c1 | 1.3 | -19 | 103 | 100 | 3 | -3 | 111 | 0 | 39
O=C(COC(=O)CCCOc1ccccc1)NNC(=O)c1ccc([N+](=O)[O-])cc1 | -0.9 | 3 | 100 | 103 | -3 | 1 | 88 | 2 | 11
CCC(C(=O)N1CCOCC1)n1c(C(=O)OC)cc2occc21 (stereo not given) | -0.1 | 11 | 101 | 105 | -2 | 4 | 96 | 20 | 3
COC(=O)Nc1ccc(S(=O)(=O)N(C)CC(F)(F)C(F)F)cc1 | -0.8 | 1 | 93 | 103 | -3 | 2 | 92 | 0 | 16
CCC(C)(c1ccc(C(=O)OC)s1)c1ccc(C(=O)OC)s1 | 2.1 | 3 | 92 | 97 | 8 | -6 | 98 | 2 | 2
CC(=O)Nc1ccc(S(=O)(=O)N2CCN(Cc3cccnc3)CC2)cc1 | -3.3 | 8 | 110 | 110 | 3 | 5 | 99 | 0 | 7
Cc1ccn2cc(CNS(=O)(=O)c3ccc(Cl)s3)nc2c1 | -2.5 | 10 | 93 | 102 | 6 | 11 | 92 | 0 | -13
CCN(CC)CCN(C(=O)c1ccc(S(=O)(=O)N2CCCC2)cc1)c1nc2cc(C)cc(C)c2s1 | 2.1 | 8 | 98 | 105 | 4 | 1 | 98 | 0 | -4
CCCNC(=O)Cn1c(=O)/c(=C\c2ccc(-c3cccc([N+](=O)[O-])c3)o2)s/c1=C\C(=O)C(C)(C)C | -2.2 | -53 | 102 | 97 | -28 | -21 | 76 | 4 | -64
Cc1ccc(NS(=O)(=O)c2cccc(C(=O)NCC3(N(C)C)CCCCC3)c2)cc1 | 2.4 | -2 | 95 | 102 | -2 | 1 | 100 | 0 | 10
Cc1ccc(OCC(=O)N(Cc2ccco2)C2CCS(=O)(=O)C2)cc1 (stereo not given) | 1.1 | -4 | 105 | 105 | 1 | -5 | 98 | 0 | 0
COc1ccc(-c2nc3c(s2)CCc2onc(-c4ccc(Br)cc4)c2-3)cc1 | 1.3 | -4 | 88 | 80 | -4 | -4 | 103 | 0 | -13
O=C(CCC(=O)Nc1ccc(F)cc1)N/N=C/c1ccncc1 | -1.5 | -3 | 92 | 100 | 3 | 0 | 93 | 1 | 56*

Two compounds from above, limited to VLA-4 inh and MCL1-BIM inh:
molecule | VLA-4 inh | MCL1-BIM inh
O=C(COC(=O)CCCOc1ccccc1)NNC(=O)c1ccc([N+](=O)[O-])cc1 | 11 | 3
CCC(C(=O)N1CCOCC1)n1c(C(=O)OC)cc2occc21 (stereo not given) | 3 | 11

Next section.
SMILES | MEX-5 binding | MCL1-BIM inh | CIT2 TOR yeast | AGP1-GFP MLPCN | GLD-1 RNA inh | BCLXL inh | CR mimetic SO | GRK2 aptamer HTS | VLA-4 inh
CCc1nnc(NC(=O)C2(C)COC(c3ccccc3)OC2)s1 (stereo not given) | -1.5 | 9 | 107 | 113 | -5 | 9 | 86 | 1 | -8
COc1cccc(-n2c(Cc3cc(=O)[nH]c(=O)[nH]3)nnc2SCC(=O)N2CCCCCC2)c1 | nt | 6 | 95 | 98 | 10 | 9 | 109 | 0 | -5
CC(=O)Nc1ccc2cc3ccc(NC(C)=O)cc3nc2c1 | -36* | 63* | 103 | 19 | -3 | 60* | 87 | 0 | -65
Nc1nnnn1/N=C/c1cc([N+](=O)[O-])ccc1O | -2.4 | 4 | 101 | 93 | 2 | 1 | 108 | 3 | 1
c1ccc(Cc2ccc(OCCn3cncn3)cc2)cc1 | 2.1 | -2 | 85 | 96 | 6 | -2 | 85 | 1 | 5
O=C(Cc1cccs1)NCc1cccc(Cl)c1 | -0.8 | nt | 101 | 96 | nt | nt | 94 | 0 | -6
Cc1ccc(C)c(OCC(=O)Nc2ccc(S(=O)(=O)N3CCN(C)CC3)cc2)c1 | 0.7 | 3 | 107 | 103 | 6 | 4 | 97 | 0 | 21
Cc1ccc(-c2csc3ncnc(-n4nnc5ccccc54)c23)cc1 | -0.7 | -6 | 98 | 100 | 0 | -3 | 97 | 1 | 8
COc1cc2c(cc1OC)-c1n[nH]c(=S)n1C(C)(C)C2 | -1.1 | -10 | 94 | 100 | -1 | -8 | 109 | 4 | 26
CCOc1ccccc1C(=O)N1CCN(c2cccc(Cl)c2)CC1 | -0.6 | -2 | 87 | 92 | 4 | 8 | 119 | 2 | 0
CCC(=O)Nc1ccc2c(c1)ncn2-c1ccc(C)cc1 | 2.6 | 1 | 99 | 101 | 4 | 5 | 83 | 0 | 9
CC(=O)c1cn(CC(=O)NCc2ccc3c(c2)OCO3)c2ccccc12 | -0.8 | 0 | 90 | 98 | -8 | 3 | 99 | 0 | 0
COc1ccc(C2=NS(=O)(=O)N(C)C(C(=O)NC3CCCCC3)=C2)cc1OC | 0.2 | -2 | 102 | 100 | 2 | 2 | 89 | 0 | 3
Cc1ccc2c(c1)N(CC(=O)NCCCN1CCCC1)C(=O)CO2 | -1.0 | 0 | 102 | 103 | 2 | 2 | 112 | 0 | 8
CCOC(=O)c1c(C)[nH]c(C(=O)Nc2ccc(NC(C)=O)cc2)c1C | 1.1 | -12 | 81 | 103 | 6 | -9 | 88 | 2 | -13
CCc1ccc([C@@H]2CC=C(C(=O)O)[C@H](c3ccc(F)cc3)N2S(=O)(=O)c2ccc(C)cc2)cc1 | nt | -4 | 108 | 85 | 4 | 2 | 88 | 0 | 3
Cc1ccc(N=C2NC(=O)CS2)cc1C | -0.6 | 18 | 105 | 103 | -4 | 2 | 91 | 0 | 8
COc1cc(C(=O)NC(=S)NC(C)C)cc(OC)c1OC | -0.2 | -5 | 79 | 88 | -3 | 2 | 110 | 0 | -23
O=c1[nH]c(C2CCN(S(=O)(=O)c3ccc(F)cc3)CC2)nc2c1nnn2Cc1ccc2c(c1)OCCO2 | 0.9 | -15 | 91 | 98 | 0 | -9 | 139 | 0 | -35
Cn1nnnc1-c1cc(Cl)cc(Cl)c1 | 1.6 | -1 | 97 | 102 | -2 | 4 | 100 | 0 | 0
CCOc1ccc(OCCOC(=O)C2CCN(S(=O)(=O)c3ccc(C)c(C)c3)CC2)cc1 | -1.3 | 8 | 90 | 85 | 0 | 5 | 93 | 2 | 6
CCOC(=O)c1cnc2c(OC)cccc2c1N1CC(C)CC(C)C1 (stereo not given) | 3.5 | -2 | 102 | 100 | 12 | 4 | 110 | 2 | 14
C=CC[C@]12CC=CC(=O)[C@@]1(O)O[C@H](c1ccc(OC)c(OC)c1)[C@H]2C | -1.9 | -4 | 98 | 98 | 2 | 2 | 134 | 3 | 24
CC1CC(C)CN(CCCNC(=O)c2ccc(CNS(=O)(=O)c3ccc(F)cc3)cc2)C1 (stereo not given) | -2.5 | 9 | 106 | 100 | 7 | 5 | 91 | 0 | -2
O=C(c1cnn(-c2ccc(Cl)cc2)c1)c1ccccc1O | 0.9 | -18 | 89 | 94 | -9 | -9 | 112 | 47* | -1
O=C(Cn1cnc([N+](=O)[O-])n1)NCc1ccccc1 | 2.4 | 4 | 95 | 100 | -1 | 3 | 120 | 0 | 24
CC(C)C(C(=O)O)N1CCS(=O)(=O)CC1 (stereo not given) | 0.2 | 2 | 103 | 110 | 1 | -1 | 111 | 4 | 24
